# RBBP9 inh = blocks human serine hydrolase RBBP9 | inhibition, % at 7.94 µM | AID 1515 | recombinant RBBP9, FP-Rh probe fluorescence polarization | O75884 | 220,000 compounds, 0.2% hits;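 active = inhibition above the campaign mean of all tested compounds plus 3 SD, cut at about 14% in these data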;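 also: plate controls were DMSO wells with RBBP9 for no effect and wells lacking RBBP9 protein for full effect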
# Target sequence (O75884 whole entry, looked up): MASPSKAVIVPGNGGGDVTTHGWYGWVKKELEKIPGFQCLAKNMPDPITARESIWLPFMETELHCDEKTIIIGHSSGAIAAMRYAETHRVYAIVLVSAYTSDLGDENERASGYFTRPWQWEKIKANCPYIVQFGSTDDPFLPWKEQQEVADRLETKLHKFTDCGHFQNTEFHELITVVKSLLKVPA
#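 Test system: recombinant human RBBP9; Timing: 30 min then 45 min, 25 °C; Detection: fluorescence polarization; Control set: RBBP9 with DMSO as uninhibited control, no-protein wells as full inhibition; Compound dosing: one concentration, 7.94 µM nominal, 0.794% DMSO; Probe or stimulus: FP-Rh activity-based probe, 375 nM before mixing.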
# Runt-CBFb FRET = Runt domain-CBFb interaction inhibition. Cerulean-Runt/Venus-CBFb FRET ratio 530/480, 1 h. inhibition, % at 20 µM. 220,000 compounds, 0.46% hits;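 active = inhibition over about 50% at 20 µM in the single-dose screen, limit read from the data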;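 also: 0% = DMSO wells and 100% = excess unlabeled CBFb competitor control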
# Target sequence (Q01196 whole entry, looked up, the tested form may be a part): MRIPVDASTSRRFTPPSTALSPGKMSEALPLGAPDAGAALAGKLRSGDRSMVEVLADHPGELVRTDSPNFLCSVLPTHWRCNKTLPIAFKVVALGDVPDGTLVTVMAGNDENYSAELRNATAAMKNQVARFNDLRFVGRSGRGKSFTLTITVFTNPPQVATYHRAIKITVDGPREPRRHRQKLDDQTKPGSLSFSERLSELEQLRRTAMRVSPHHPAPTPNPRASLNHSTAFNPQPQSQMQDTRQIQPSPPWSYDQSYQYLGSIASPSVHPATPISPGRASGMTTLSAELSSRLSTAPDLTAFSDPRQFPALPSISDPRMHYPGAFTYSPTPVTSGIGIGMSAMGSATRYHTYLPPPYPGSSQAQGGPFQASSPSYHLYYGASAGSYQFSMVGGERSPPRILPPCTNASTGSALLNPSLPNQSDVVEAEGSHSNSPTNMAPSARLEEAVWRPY
# Target sequence (Q13951 whole entry, looked up, the tested form may be a part): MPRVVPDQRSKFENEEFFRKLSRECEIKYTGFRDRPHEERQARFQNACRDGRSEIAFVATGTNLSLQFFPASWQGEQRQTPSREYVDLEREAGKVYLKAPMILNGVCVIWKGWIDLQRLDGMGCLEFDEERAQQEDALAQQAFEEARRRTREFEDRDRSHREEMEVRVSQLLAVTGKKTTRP
#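 test system = Cerulean-Runt domain fusion protein, energy donor | probe or stimulus = Venus-CBFb binding partner, 100 nM | incubation = two 1 h room-temperature incubations shielded from light | detection = fluorescence energy transfer, 422 nm excitation, 530/480 nm emission | measure = loss of energy transfer signal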
# NCF1 inh = blocks human p47phox regulatory protein of NADPH oxidases. P14598. p47phox/p22phox peptide binding, fluorescence polarization, 2 h. inhibition, % at 24.7 µM. 220,000 compounds, 0.53% hits. AID 1274;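 active = inhibition above about 30%, limit read from the data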;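 also: 0% = p47phox with labelled peptide and 100% = labelled peptide alone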
# Furin inhibitor = blocks human furin protease activity; P09958; purified furin, fluorogenic substrate cleavage; inhibition, % at 30 µM; 220,000 compounds, 0.061% hits; in the data active = inhibition above about 25%; also: inactives centre near -15
# TbHK1 inh = T. brucei hexokinase 1 inhibition | recombinant TbHK1, G6PDH-coupled NADH A340 | inhibition, % at 10 µM | 220,000 compounds, 0.11% hits | AID 1430;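 active = inhibition of 50% or more in the single-dose primary screen; inactive = inhibition below 50%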
# p97 ATPase inh = blocks human p97 ATPase activity. P55072. recombinant p97 ATPase, Kinase-Glo ATP luminescence, 3 h. AID 1481. inhibition, % at 8 µM. 220,000 compounds, 0.42% hits; in the data active = inhibition above about 15%;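 also: 0% = DMSO vehicle and 100% = wells lacking enzyme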
# Calpain2 inh = blocks pig calpain II enzyme activity. purified calpain II, fluorogenic peptide substrate, 30 min. AID 1236. inhibition, % at 16 µM. 220,000 compounds, 0.37% hits;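 active = inhibition above about 50%, limit read from the data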
# Runt-SMMHC FRET = inhibitors of human RUNX1 Runt domain binding to CBFb-SMMHC; Q01196+Q13951; Cerulean-Runt/Venus-CBFb-SMMHC FRET ratio 530/480, 1 h; inhibition, % at 20 µM; 220,000 compounds, 0.74% hits;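 active = mean inhibition across duplicate retests at 20 µM reaching about 50%, limit read from the data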;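 also: 0% = DMSO wells and 100% = wells with excess untagged CBFb-SMMHC; inhibitors lower the FRET ratio by blocking Runt binding to CBFb-SMMHC; some results filed as inactive read as strong as hits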
# EBV gp42 block = blocks Epstein-Barr virus glycoprotein 42 binding; Q1HVG2; Fluorescence polarization binding assay, mP read-out; inhibition, % (tested at 21.74 µM); 220,000 compounds, 0.42% hits; in the data active = inhibition above about 50%
# Target sequence (Q1HVG2 whole entry, looked up): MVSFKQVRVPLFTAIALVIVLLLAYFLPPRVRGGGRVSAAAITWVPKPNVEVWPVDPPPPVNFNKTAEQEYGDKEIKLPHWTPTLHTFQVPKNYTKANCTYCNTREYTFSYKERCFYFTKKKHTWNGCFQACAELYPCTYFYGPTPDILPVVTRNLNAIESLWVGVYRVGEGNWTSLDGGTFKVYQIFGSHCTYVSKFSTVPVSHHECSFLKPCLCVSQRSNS
# Active calls of the source: *; / = no result given; [ ] = another dose, or the depositor's remark.
SMILES,RBBP9 inh,Runt-CBFb FRET,NCF1 inh,Furin inhibitor,TbHK1 inh,p97 ATPase inh,Calpain2 inh,Runt-SMMHC FRET,EBV gp42 block
COc1ccc(NC(=O)c2cc(-c3ccco3)on2)cc1,-7,-4,-69,-17,0,2,-7,-3,-20
CSCCC(C(=O)OCC(=O)c1ccc(C)c(C)c1)N1C(=O)c2ccccc2C1=O (stereo not given),-6,-3,-12,-19,1,1,18,0,-18
N#CCCn1cc(/C=N/NC(=O)c2ccncc2)c(-c2ccccc2)n1,-1,3,-6,-4[20 µM],-11,-1,17,-2,-17
CCc1ccc(C(=O)CSc2nc(C)cc(=O)[nH]2)cc1,-10,0,1,-12,1,-6,29,0,0
O=C(Nc1nccs1)c1ccc(Cl)s1,2,0,-1,-11,-33,-12,-7,-3,-5
COc1ccc(C2C(=O)N(CCc3ccccc3)CC(=O)N2C2CCCC2)cc1 (stereo not given),0,-1,-37,-20,13,-5,23,-3,-20
NC(=S)N/N=C/c1ncc(C(F)(F)F)cc1Cl,-4,8,-4,-17,-28,-3,11,0,10
CC(C)(C)c1cc(C(=O)C[n+]2ccc(C(=O)NCCCO)cc2)cc(C(C)(C)C)c1O,0,1,-5,-10,-28,5,5,1,-7
O=C1Nc2ccccc2/C1=N/c1sc2c(c1C(=O)NCCc1ccccc1)CCCC2,-14,5,-55,-21[20 µM],2,-3,-102,1,-3
CCSc1nc2c(c(=O)n1-c1ccc(F)cc1)SCC2,2,-1,-11,-15[20 µM],-14,2,-5,0,-18
CC(C)CC(=O)N1CCN(Cc2ccc3c(c2)OCO3)CC1,-2,0,-3,-10[20 µM],-11,0,-13,0,-18
Cc1ccc(N(CCC(=O)O)S(=O)(=O)c2ccc(C)cc2)cc1,-7,-2,5,-21,13,5,9,2,3
O=c1oc2ccccc2c(Nc2cccc(O)c2)c1[N+](=O)[O-],7,-2,-4,-14[20 µM],-25,3,-13,-4,-8
COc1ccc(/C(N)=N/OC(=O)c2ccc(C)c([N+](=O)[O-])c2)cc1,6,-2,-2,-19[20 µM],6,1,-33,0,-17
CCN(CC)C(=O)CSc1nc2c(sc(=S)n2Cc2ccco2)c(=O)n1-c1ccccc1,3,-2,1,1[20 µM],-18,7,8,-3,16
O=C(NCC(=O)N(c1ccccc1)C(C(=O)NC1CCCCC1)c1ccncc1)c1ccco1 (stereo not given),2,-3,-2,1,-1,2,-25,1,-10
COc1ccc(N(C(=O)c2ccccc2)S(=O)(=O)c2cccs2)cc1,-10,0,-6,-10,2,-1,-6,-2,-7
Cc1ccc(C(=O)N2CCN3C(=O)c4ccccc4C23c2ccccc2)cc1 (stereo not given),-2,0,2,-15,1,3,16,0,-21
Cc1nnc(SCc2cc(=O)[nH]c(N3CCN(Cc4ccccc4)CC3)n2)s1,-5,1,-5,-12[20 µM],1,0,-8,-1,-5
O=S(=O)(c1ccc(-c2nnc(SCc3nnc(-c4ccccc4)o3)o2)cc1)N1CCCC1,-5,-5,13,-7,-6,2,-4,-2,-3
CC(C)C(NC(=O)c1ccccc1Br)c1ccccc1 (stereo not given),-2,0,-129,-30,-5,1,-16,1,-1
CCOc1ccccc1OC(=O)c1ccco1,7,1,-24,-30[20 µM],2,4,-10,3,-16
CCOC(=O)c1ccc(NS(=O)(=O)c2cc(-c3nnnn3C(C)C)ccc2OC)cc1,4,-3,-6,-10,5,8,-5,4,-12
O=c1c2cc(NC(=S)NC3CC3)ccc2nc2n1CCCCC2,2,3,-6,-21,-7,3,-2,0,-7
CCNC(=S)Nc1ccc(C)c(Cl)c1,-4,1,-342,-17,-2,7,-1,4,10
COc1cc(C(=O)NCc2nnc(SCC(=O)Nc3ccc4c(c3)OCO4)o2)cc(OC)c1OC,0,-2,-7,-19,1,-2,12,18,-5
COc1cccc(NC(=S)N2CCc3cc(OC)c(OC)cc3C2)c1,1,-1,-16,-21,-7,5,14,4,-14
Cc1cc(NC(=O)CCC(=O)N(CC(=O)NC2CCCC2)Cc2ccc3c(c2)OCO3)no1,-4,-2,15,-29,-2,-5,6,1,-9
CN1CCN(C(=O)c2ccc(N(C)S(=O)(=O)c3cccs3)cc2)CC1,3,1,-5,-32,-2,0,-32,2,-10
CCCCn1c(N)c(-c2nc3ccccc3s2)c2c([N+](=O)[O-])nn(CC)c(=O)c21,-6,-2,2,-19[20 µM],-21,0,7,-1,-9

# A second format for part of the listing above.
mol | RBBP9 inh | Runt-CBFb FRET | NCF1 inh | Furin inhibitor | TbHK1 inh | p97 ATPase inh | Calpain2 inh | Runt-SMMHC FRET | EBV gp42 block
Cc1ccc(N(CCC(=O)O)S(=O)(=O)c2ccc(C)cc2)cc1 | -7 | -2 | 5 | -21 | 13 | 5 | 9 | 2 | 3
O=c1oc2ccccc2c(Nc2cccc(O)c2)c1[N+](=O)[O-] | 7 | -2 | -4 | -14[20 µM] | -25 | 3 | -13 | -4 | -8

# Full records, looked up by structure. Order of values: RBBP9 inh	Runt-CBFb FRET	NCF1 inh	Furin inhibitor	TbHK1 inh	p97 ATPase inh	Calpain2 inh	Runt-SMMHC FRET	EBV gp42 block
# Listed for CCNC(=S)Nc1ccc(C)c(Cl)c1 = -4	1	-342	-17	-2	7	-1	4	10
# Listed for CCOC(=O)c1ccc(NS(=O)(=O)c2cc(-c3nnnn3C(C)C)ccc2OC)cc1 = 4	-3	-6	-10	5	8	-5	4	-12
# Listed for CCCCn1c(N)c(-c2nc3ccccc3s2)c2c([N+](=O)[O-])nn(CC)c(=O)c21 = -6	-2	2	-19[20 µM]	-21	0	7	-1	-9
# Listed for Cc1cc(NC(=O)CCC(=O)N(CC(=O)NC2CCCC2)Cc2ccc3c(c2)OCO3)no1 = -4	-2	15	-29	-2	-5	6	1	-9
# Listed for CC(C)C(NC(=O)c1ccccc1Br)c1ccccc1 (stereo not given) = -2	0	-129	-30	-5	1	-16	1	-1

# (more compounds)
SMILES,RBBP9 inh,Runt-CBFb FRET,NCF1 inh,Furin inhibitor,TbHK1 inh,p97 ATPase inh,Calpain2 inh,Runt-SMMHC FRET,EBV gp42 block
COc1ccccc1NC(=S)N1CCN(c2ncccn2)CC1,-3,-1,-12,-5,-3,1,-26,2,-2
CCN(CC)CCNC(=O)c1c(C)oc2cc(Br)c(OC)cc12,1,0,1,-6,6,2,-27,1,-8
O=C(Cn1cc2c(n1)CCCCC2)NCc1ccccc1,/,0,-9,-17,-7,/,-5,0,-13
COC(=O)CSc1cnc2ccccc2n1,2,0,-9,-11[20 µM],-23,9,1,4,-9
C=CCn1c(SCc2csc(C)n2)nc2sc3c(c2c1=O)CCCCC3,-2,-6,1,0[20 µM],-11,-5,18,4,13
Cc1ccc(S(=O)(=O)CCC(=O)OCC(=O)NC(N)=O)cc1,0,-1,-11,-33,-3,7,-16,1,-6
CC(C(=O)Nc1nc2ccccc2[nH]1)N1C(=O)C2CC=CCC2C1=O (stereo not given),-5,-2,1,-20,4,3,3,-2,-15
O=C(O)CC(NCc1ccco1)C(=O)OCC1CCCO1 (stereo not given),0,-3,13,-8,49,0,20,-3,5
Cc1ccc(CNC(=O)CN(c2cccc([N+](=O)[O-])c2)S(=O)(=O)c2ccccc2)cc1,-10,0,-5,-11,34,-1,11,2,8
O=[N+]([O-])c1ccc(OC(F)F)c(/C=N/n2cnnc2)c1,11,0,-13,-13,-15,5,12,-5,-16
CCSC1=NCCN1S(=O)(=O)c1ccc(F)cc1,5,-1,-2,-25,-8,4,-28,-3,-26
Cc1cc(C)cc(-n2c(N)c(C(=O)Nc3c(C)n(C)n(-c4ccccc4)c3=O)c3nc4ccccc4nc32)c1,-1,-9,13,-6,-14,-5,-72,-80,12
CC(NC(=O)c1cc(-c2ccc(Br)cc2)on1)c1ccccc1 (stereo not given),9,-1,-28,-6,4,8,15,2,-20
O=C1/C(=C/c2ccc([N+](=O)[O-])cc2)CCc2ccccc21,0,-1,-16,-25,-11,-1,-6,-3,-11
O=C(CN1C(=O)c2cccc3cccc1c23)NCc1ccncc1,-10,-8,-6,-16[20 µM],-11,-6,-138,-19,-6
CC(=O)Nc1ccc2c(c1)C(=O)N(c1cccc(C)c1)C2=O,-6,0,-13,-27,3,2,-29,-1,-19
C#CCOC(=O)C(NC(=O)c1ccccc1)=C1CCCCC1,-8,1,-5,-2[20 µM],-3,-4,-11,-3,-10
CCOc1ncccc1C(=O)Nc1ccc(S(=O)(=O)N2CCCC2)cc1,-4,-1,-7,-27,-8,5,-36,4,-14
COc1ccc(CNC(=O)C2CC(=O)N(c3ccc(OCC(=O)N4C(C)CCCC4C)cc3)C2)cc1 (stereo not given),-15,-2,-6,-13[20 µM],-1,-7,14,2,-11
CCC(C)/C(C)=N/NC(=O)c1cn(-c2ccccc2)nc1-c1ccccc1 (stereo not given),-16,0,-6,-14,4,3,10,3,-19
CCC(=S)/C=C1\Sc2ccccc2N1CCCS(=O)(=O)O,-9,46,-23,-12[20 µM],-1,4,-11,32,-5
CCN(CC)S(=O)(=O)c1cccc(C(=O)N/N=C(\C)c2cccs2)c1,-7,0,5,-10,-14,-6,19,-2,9
O=C(Nc1ccc2oc(Cc3ccc(Cl)cc3)nc2c1)c1cccnc1,0,-4,-10,-16[20 µM],1,10,-10,0,-2
COc1ccc(C(=O)NC(=S)N2CCN(c3ccc([N+](=O)[O-])cc3)CC2)cc1,0,-2,-7,-8,-7,3,-7,-4,-11
O=C(CSc1n[nH]c(-c2ccco2)n1)N1c2ccccc2Sc2ccccc21,-1,1,-19,-4,1,3,-8,0,-12
CCOc1c(Br)cc(C(N)=O)cc1OC,1,-3,-47,-21,7,3,-26,2,-9
O=C(Nc1ccccc1Cl)N1CCN(c2ccc3nnc(-c4ccc(F)cc4)n3n2)CC1,-5,-1,-2,-22,-26,10,-87,-3,-5
CCn1c(SCC(=O)NNC(=O)c2ccc(C)cc2)nnc1-c1ccncc1,-7,/,/,-21[20 µM],-6,0,/,/,/
COc1ccc(-n2c(Cc3cc(=O)[nH]c(=O)[nH]3)nnc2SCC(=O)NC2CCCC2)cc1,-7,4,-9,-18,0,2,-15,-4,6
Cc1cccc(NC(=O)c2cnn(-c3ccc(F)cc3)c2C2CCNCC2)c1C,-7,1,-2,-10,0,-1,-30,0,-2
CC(C)COC(=O)CCn1[nH]c(=O)c2ccccc2c1=O,-2,-2,-10,-15,-2,6,-5,3,10
O=c1/c(=C/c2cn(-c3ccccc3)nc2-c2ccc(F)cc2)sc2nc3ccccc3n12,3,-15,2,-14[20 µM],-5,0,-12,-32,-34
O=C(O)c1ccc(N/N=C/c2ccc(-c3ccccc3Cl)o2)cc1,-4,46,-18,-30,-20,4,13,81*,-4
N#C/C(=C\c1ccc(N2CCOCC2)c([N+](=O)[O-])c1)c1nc2ccccc2[nH]1,-2,7,-19,-7,-8,5,-64,3,5
O=C(NCCOC(=O)c1ccncc1)c1ccccc1,2,0,-8,-19,1,3,-33,1,-2
O=C(c1cccc2ccccc12)C1CCCN(C(=O)CCCn2cncn2)C1 (stereo not given),-7,0,-3,-20,10,4,1,-2,-2
O=C(N1CCCCC1)C12CC3CC(CC(C3)C1)C2,0,-2,9,3[20 µM],0,3,-7,-2,-12
N#CC(c1ccccc1)c1ccc2c(C(F)(F)F)cc(C(F)(F)F)nc2n1 (stereo not given),1,-2,-51,-18[20 µM],-12,-4,-42,-3,0
